Bioassay records as filed in PubChem BioAssay.
HT1080 IDH1KD tx = kills HT-1080 cells with IDH1 knockdown. HT-1080 IDH1 knockdown viability, ATP luminescence, 48 h. Potency, µM (series often up to 46.1 µM), for the others: at the highest dose activity, negative = toxicity, usual class: cytotoxic. AID 686971. 360,000 compounds, 2% hits;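 further: 0% = DMSO wells and -100% = cell-free medium wells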
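% activity derives from luminescence (CellTiter-Glo), normalised to DMSO and no-cell wells. HT-1080-IDH1KD cells, 750/well, had 48 h compound exposure at 37 °C.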
GLP1R inv ag = GLP-1 receptor (human) inverse agonism. HEK293 GLP-1R CRE-luciferase, luminescence, 24 h; GLP-1R form is constitutively active. P43220. AID 624417. 410,000 compounds, 1.6% hits. Potency, µM (top dose mostly 38.3 µM), for inactives: top-dose activity change, negative = inhibition, hits mostly inhibitors; further: on the % scale 0 is the no-effect control and ±100 the full control effect; nearly all actives have a fitted effect of over 55% in size
Target sequence (P43220 whole entry, looked up): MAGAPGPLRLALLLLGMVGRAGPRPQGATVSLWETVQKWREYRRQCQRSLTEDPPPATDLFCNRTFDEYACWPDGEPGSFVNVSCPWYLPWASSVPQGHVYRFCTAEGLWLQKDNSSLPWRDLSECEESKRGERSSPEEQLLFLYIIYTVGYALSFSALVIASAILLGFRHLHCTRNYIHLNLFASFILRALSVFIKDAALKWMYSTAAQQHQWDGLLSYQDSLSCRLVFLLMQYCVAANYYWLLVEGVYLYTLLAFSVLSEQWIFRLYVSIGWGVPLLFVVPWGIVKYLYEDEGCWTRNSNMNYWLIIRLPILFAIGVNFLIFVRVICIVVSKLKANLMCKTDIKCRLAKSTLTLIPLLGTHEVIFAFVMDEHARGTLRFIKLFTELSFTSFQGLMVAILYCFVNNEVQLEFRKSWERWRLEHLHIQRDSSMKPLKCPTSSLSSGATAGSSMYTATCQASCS
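HEK293 cells stably co-expressing constitutively active GLP-1R and a cAMP-responsive luciferase reporter were seeded in DMEM with 10% Nu serum, given compounds after 12 h, and incubated 24 h at 37 deg C. Luminescence was then read.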
KB-V1 MDR tox = KB-V1 MDR subline cytotoxicity; KB-V1 MDR cells viability, CellTiter-Glo, 72 h; Potency, µM (top dose mostly 46.1 µM), for inactives: at the top dose activity change, negative = cytotoxicity, hits mostly cytotoxic; 400,000 compounds, 3.4% hits; AID 1347076; further: on the % scale 0 is the no-effect control and ±100 the full control effect; nearly all actives have a fitted effect of over 60% in size
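Drug-selected KB-V1 cells, grown in DMEM lacking phenol red with 10% FBS, receive compound titrations; after three days at 37 degrees C, surviving cell ATP is quantified by CellTiter-Glo luminescence and responses normalized and curve-fitted.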
HT1080NT lethal = kills 2HG-producing HT-1080-NT fibrosarcoma cells; HT-1080-NT fibrosarcoma viability, CellTiter-Glo ATP luminescence, 48 h; Potency, µM (titrated, usually from 46.1 µM), without a hit: top-dose activity, negative = less viability, actives largely listed as cytotoxic; 360,000 compounds, 1.6% hits;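 further: NT is the 2HG producing partner of a matched IDH1 knockdown line; 0% = DMSO-treated cells and -100% = media-only wells without cells; nearly all actives have a fitted effect of over 55% in size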
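HT-1080-NT fibrosarcoma cells (2HG-overproducing), 750 cells/well in RPMI with 5% FBS, dosed after 2 h and incubated 48 h at 37C. CellTiter-Glo luminescence normalized to DMSO and no-cell wells; concentration-response curves fitted and classed.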
KB-3-1 cytotox = KB-3-1 parental cell cytotoxicity; KB-3-1 viability, CellTiter-Glo ATP luminescence, 72 h; Potency, µM (titrated, usually from 46.1 µM), inactives show at the highest dose activity change, negative = cytotoxic, hits mostly cytotoxic; 400,000 compounds, 1.4% hits; AID 1347075; further: on the % scale 0 is the no-effect control and ±100 the full control effect; nearly all actives have a fitted effect of over 60% in size
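Multi-concentration cytotoxicity screen in KB-3-1 cells grown in DMEM lacking phenol red with 10% FBS. After 72 h at 37 °C with compound, ATP-dependent luminescence was recorded.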
GLP1R ag = agonists of human GLP-1 receptor | P43220 | AID 624172 | 380,000 compounds, 0.007% hits | Potency, µM (titrated, usually from 45.6 µM), for the others: at the highest dose activation, usual class: activators | HEK293 GLP-1R CRE-luciferase, luminescence, 4-6 h; cells express a hypersensitive GLP-1R form; further: % of control where 0% means no effect
SW480 rerep = induces DNA re-replication in SW480 colon adenocarcinoma cells; SW480 DNA re-replication, Hoechst DNA content imaging, 48 h; Potency, µM (highest dose often 46.1 µM), inactives show at the highest dose re-replication activation, usual class: activators; 340,000 compounds, 1.8% hits; AID 624297; further: % of control where 0% means no effect; nearly all actives have a fitted effect of over 55% in size
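250 cells/well; 23 nL cpd via pin tool; 48 hr, 37 C, 5% CO2; Hoechst 40 min; imager read of total nuclear intensity, ex 405/em 500-530 nm.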
HEK293 tox = cytotoxicity in counter-screen for GLP-1R inverse agonists; AID 624418; Potency, µM (titrated, usually from 38.3 µM), inactives show at the top dose activity change, negative = inhibition, actives largely listed as inhibitors; HEK293 cAMP-luciferase reporter cells, luminescence, 24 h; 410,000 compounds, 0.13% hits;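 further: loss of luciferase light is scored as toxicity; on the % scale 0 is the no-effect control and ±100 the full control effect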
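Cells in DMEM/10% Nu serum/1% pen-strep, 1536-well format. Pre-incubated 12 h, dosed with 23 nL compound, incubated a further 24 h. Luciferase detection, 12 min at room temp, luminescence.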
TDP-43 yeast inh = inhibitors of TDP-43 toxicity in yeast | TDP-43 expressing yeast growth rescue, BacTiter-Glo, 24 h | AID 652104 | Potency, µM (titrated, usually from 46.1 µM), without a hit: at the highest dose growth rescue (activation), hits mostly activators | 410,000 compounds, 1.8% hits; further: % of control where 0% means no effect; nearly all actives have a fitted effect of over 50% in size
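Yeast expressing TDP-43 (pregrown in raffinose, seeded at OD600=0.02 in galactose medium) exposed to compounds 24 hr at 30 deg C. Growth read by BacTiter-Glo luminescence; rescue of toxicity appears as increased signal.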
An asterisk follows results filed as active; ? = inconclusive; / = not tested or not shown; [ ] = dose if it differs, or a comment. The call rests on the fitted dose curve; in most records, active means well fitted curve in the direction sought with a large enough effect; inconclusive means small, poorly fitted or top-dose-only effect, or another doubt; inactive means no such curve, though single readings can be large; an effect the other way counts as inactive or inconclusive. Potency means the concentration at half of the fitted maximal effect.

Every second line gives: HT1080 IDH1KD tx	GLP1R inv ag	KB-V1 MDR tox	HT1080NT lethal	KB-3-1 cytotox	GLP1R ag	SW480 rerep	HEK293 tox	TDP-43 yeast inh
1	O=C(c1ccccc1NS(=O)(=O)c1ccccc1)N1CCCCCC1
 : -7%	-15%	?	-5%	-2%	-1%	0%	-8%	-6%
2	O=C(CCCOC(=O)c1cccnc1Cl)c1ccc(Br)cc1
 : 2%	17%	7%	8%	1%	14%	-4%	5%	?
3	C=CCN(C(=O)c1cccc(S(=O)(=O)N2CCN(C)CC2)c1)c1nc(-c2ccccc2)cs1
 : ?	11µM*	-2%	23µM*	?	3%	5%	-3%	3%
4	CCC(C(=O)NCc1ccco1)N(C(=O)CNS(=O)(=O)c1ccc(F)cc1)c1ccccc1F (configuration not stated)
 : -3%	-19%	?	-6%	8%	4%	-4%	-2%	-18%
5	O=C(CCSc1ccccc1)Nc1nccs1
 : 11%	0%	-18%	3%	4%	-14%	-4%	5%	-18%
6	Cc1ccccc1NS(=O)(=O)c1ccc(OCC(=O)NCc2cccnc2)cc1
 : ?	9%	-11%	-4%	11%	1%	11%	-11%	17%
7	COc1ccc2oc(C(=O)OCC(=O)N(C)CC(=O)Nc3ccc(C)cc3)c(C)c2c1
 : -9%	18%	-4%	-9%	1%	7%	-101%[inhibitor]	-9%	6%
8	COC(=O)c1ccccc1NC(=S)N1CCN(C2CCCCC2)CC1
 : 1%	-10%	-12%	2%	-1%	-1%	7%	-6%	-13%
9	CN(CC(=O)Nc1cc([N+](=O)[O-])ccc1Cl)Cc1ccc(Br)cc1
 : -17%	-28%	?	-6%	1%	7%	10%	5%	12%
10	O=C(/C=C/c1cccc(Cl)c1)NCc1ccccc1
 : 28%	-25%	-9%	19%	-2%	1%	-2%	-3%	-34%[inhibitor]
11	CCc1cccc(C)c1NS(=O)(=O)c1ccc2c(c1)CC(C)N2C(=O)C1CC1 (configuration not stated)
 : /	?	?	/	-21%	/	/	-3%	-2%
12	C[C@@H]1CN([C@H](C)CO)C(=O)c2c(c3ccccc3n2C)-c2ccccc2CO[C@H]1CN(C)C(=O)NC1CCCCC1
 : 3%	?	-14%	-13%	5%	28%	/	-16%	11%
13	COc1cc(C(=O)NC2CCN(C)CC2)ccc1Nc1ncc2c(n1)N(C1CCCC1)CCC(=O)N2C(C)C
 : ?	?	25%	?	?	17%	-5%[9.22 µM]	-14%	12%
14	COc1cc(-c2coc3c(C(=O)NCc4ccc(C(F)(F)F)cc4)cccc23)ccc1O
 : 26µM*	?	?	?	?	-3%	/	-12%	23%
15	CCN1C(=O)CC(NCc2ccc(S(N)(=O)=O)cc2)C1=O (configuration not stated)
 : 19%	8%	?	10%	5%	-1%	0%	-6%	0%
16	Cc1ccc(-c2cc(C(=O)NCc3ccco3)c3ccccc3n2)o1
 : -9%	7%	0%	-25%	-5%	0%	4%	53%[activator]	-2%
17	O=C(c1ccc(Cl)cc1)C1CCN(C(=O)c2ccccc2F)CC1
 : 9%	-21%	-15%	16%	0%	-4%	1%	-4%	?
18	Cc1onc(-c2c(Cl)cccc2Cl)c1NC(=O)NNc1ccccn1
 : 12%	17%	1%	4%	-1%	1%	-17%	2%	17%
19	CC(C)c1ccc(OCc2nc(-c3ccccn3)no2)c(Br)c1
 : -18%	?	-12%	-2%	5%	4%	-1%	-21%	10%
20	CN1C(=O)[C@H]2[C@@H](c3ccc(C(F)(F)F)cc3)N[C@]3(CCCN(Cc4ccco4)C3=O)[C@H]2C1=O
 : 15%	2%	?	3%	-3%	-1%	/	-8%	0%
21	O=C(CCn1c(=O)c2ccccc2n(Cc2ccccc2)c1=O)NCc1ccc2c(c1)OCO2
 : 12%	11%	0%	8%	0%	-14%	1%	7%	13%
22	O=C(NC(Cc1c[nH]c2ccccc12)C(=O)O)c1ccc(Br)cc1 (configuration not stated)
 : -8%	-27%	5%	-1%	0%	1%	-16%	0%	-22%
23	CCOc1ccc(-n2c(SCC(=O)NCc3ccco3)nnc2-c2c[nH]c3ccccc23)cc1
 : -19%	?	14%	0%	0%	2%	?	?	26%
24	COC(=O)COc1ccc(S(=O)(=O)Nc2ccc(C(N)=O)cc2)cc1C
 : 20%	3%	1%	0%	-4%	-10%	?	4%	-9%
25	O=C(C1=C(O)C(=O)N(Cc2ccco2)C1c1ccccc1F)c1cccs1 (configuration not stated)
 : 12%	-8%	4%	13%	-19%	-2%	76%	-9%	-9%
26	Cc1cccc(C)c1OCc1cc(C(=O)N(Cc2nccn2C)C(C)C)no1
 : -7%	?	?	2%	0%	4%	?	-1%	-1%
27	CC(=O)c1cccc(NS(C)(=O)=O)c1
 : 6%	24%	5%	5%	6%	1%	1%	6%	12%
28	Cc1ccc(-c2ccc(=O)n(Cc3cccc(Br)c3)n2)cc1
 : -12%	?	16µM*	-22%	?	18%	?	0%	4%
29	CC1(C)CC2(CC(c3ccccc3F)c3ccc(O)c(O)c3O2)NC(=S)N1 (configuration not stated)
 : -1%	2%	16%	-10%	1%	2%	-2%	-25%	21%
30	CN(C)/C=C/C(=O)c1cnc2sccn2c1=O
 : 4%	5%	-19%	4%	11%	1%	-2%	3%	-46%[inhibitor]
31	CC1(C)NC(=O)N(CC(=O)O)C1=O
 : 1%	-7%	-5%	-2%	0%	-14%	4%	-12%	-3%
32	Cc1cccc(CN2CCC(n3nccc3NC(=O)CCCc3ccccc3)CC2)n1
 : 9%	-9%	/	2%	/	26%	1%	-7%	-4%
33	Cc1nn(C)cc1NC(=O)c1ccc(Br)o1
 : 18%	19%	-3%	15%	16%	4%	-28%	-8%	11%
34	CC(=O)c1ccc(NC(=O)C(C)O/N=C(\N)c2ccccc2)cc1 (configuration not stated)
 : -7%	17%	23µM*	5%	-16%	-1%	-3%	-5%	0%
35	Cc1ccc(O)c(C(=O)c2cnn(-c3ccc(S(=O)(=O)N4CCOCC4)cc3[N+](=O)[O-])c2)c1
 : 7%	21%	-1%	-1%	22%	5%	2%	7%	-4%
36	COC(=O)c1ccc(CNC(=O)c2ccc(S(=O)(=O)N(C)c3ccccc3OC)cc2)cc1
 : -5%	?	-17%	-8%	0%	-3%	-4%	-8%	9%
37	COc1ccc2c(c1)c(C(=O)N1CCN(C)CC1)c(C)n2-c1ccccc1
 : 6%	4%	-5%	-2%	13%	2%	-4%	-15%	3%
38	O=C(O)c1cc(NN=C2c3ccccc3-c3ccccc32)ccc1Cl
 : -18%	-11%	4%	0%	21%	0%	-6%	-13%	-94%[inhibitor]
39	CC(C)(C(=O)c1ccccc1)/[N+]([O-])=C/c1ccccc1F
 : 4%	-7%	?	-1%	-12%	17%	7%	17%	12%
40	CCN1C(=O)[C@H]2[C@@H](c3ccc(-c4ccc(F)cc4)cc3)N3CCCC[C@@]3(C(=O)OC)[C@H]2C1=O
 : -13%	5.6µM*	?	-15%	?	-6%	-2%	8%	?
41	CCCCn1c(N)c(N(CCC(C)C)C(=O)C2CCCO2)c(=O)[nH]c1=O (configuration not stated)
 : 7%	13%	1%	-1%	?	1%	-7%	-1%	2%
42	C=CCc1ccccc1OCCSc1nc(-c2ccc(C(C)(C)C)cc2)nc2cc(=O)[nH]n12
 : /	-15%	-2%	/	-3%	/	/	-15%	-9%
43	CC(C)(C)c1ccc(OCCC(=O)NCC(c2cccs2)N2CCOCC2)cc1 (configuration not stated)
 : -2%	?	-15%	1%	-2%	11%	-30%	-8%	-9%
44	COc1cc(C(C)=O)ccc1OCCCN1CCC(Cc2ccccc2)CC1
 : ?	4%	-1%	?	?	7%	15%	-14%	-8%
45	CC[C@H]1C(O)C[C@H]2CCN3C(=O)CCC[C@H]1[C@H]23 (some centres not stated)
 : 7%	2%	0%	4%	0%	10%	-12%	-5%	2%

Filtered by structure, the entries above with four or more nitrogen atoms (10)
Every second line gives: HT1080 IDH1KD tx	GLP1R inv ag	KB-V1 MDR tox	HT1080NT lethal	KB-3-1 cytotox	GLP1R ag	SW480 rerep	HEK293 tox	TDP-43 yeast inh
3	C=CCN(C(=O)c1cccc(S(=O)(=O)N2CCN(C)CC2)c1)c1nc(-c2ccccc2)cs1
 : ?	11µM*	-2%	23µM*	?	3%	5%	-3%	3%
12	C[C@@H]1CN([C@H](C)CO)C(=O)c2c(c3ccccc3n2C)-c2ccccc2CO[C@H]1CN(C)C(=O)NC1CCCCC1
 : 3%	?	-14%	-13%	5%	28%	/	-16%	11%
13	COc1cc(C(=O)NC2CCN(C)CC2)ccc1Nc1ncc2c(n1)N(C1CCCC1)CCC(=O)N2C(C)C
 : ?	?	25%	?	?	17%	-5%[9.22 µM]	-14%	12%
18	Cc1onc(-c2c(Cl)cccc2Cl)c1NC(=O)NNc1ccccn1
 : 12%	17%	1%	4%	-1%	1%	-17%	2%	17%
23	CCOc1ccc(-n2c(SCC(=O)NCc3ccco3)nnc2-c2c[nH]c3ccccc23)cc1
 : -19%	?	14%	0%	0%	2%	?	?	26%
26	Cc1cccc(C)c1OCc1cc(C(=O)N(Cc2nccn2C)C(C)C)no1
 : -7%	?	?	2%	0%	4%	?	-1%	-1%
32	Cc1cccc(CN2CCC(n3nccc3NC(=O)CCCc3ccccc3)CC2)n1
 : 9%	-9%	/	2%	/	26%	1%	-7%	-4%
35	Cc1ccc(O)c(C(=O)c2cnn(-c3ccc(S(=O)(=O)N4CCOCC4)cc3[N+](=O)[O-])c2)c1
 : 7%	21%	-1%	-1%	22%	5%	2%	7%	-4%
41	CCCCn1c(N)c(N(CCC(C)C)C(=O)C2CCCO2)c(=O)[nH]c1=O (configuration not stated)
 : 7%	13%	1%	-1%	?	1%	-7%	-1%	2%
42	C=CCc1ccccc1OCCSc1nc(-c2ccc(C(C)(C)C)cc2)nc2cc(=O)[nH]n12
 : /	-15%	-2%	/	-3%	/	/	-15%	-9%
